# Screening data as filed in PubChem.
# G6PDH counter: counter-screen for G6PDH assay hits: L. mesenteroides G6PDH inhibition | Purified L. mesenteroides G6PDH, diaphorase/resazurin coupled fluorescence, 45 min | 0.12% of 200,000 active | inhibition, % at 5 µM; in the data active = inhibition above about 50%
# PMI act satM6P: PMI (human) activation, high substrate; coupled PMI enzyme assay, resazurin fluorescence, 20 min; active compounds read high; 1 = untreated enzyme, 0 = substrate-free blank; 0.34% of 190,000 active; activation factor at 20 µM;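 active = activation factor of 2 or more at 20 µM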
#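 Material: human phosphomannose isomerase with PGI, G6PDH, diaphorase coupling enzymes. Quantity: 15 ng/mL PMI. Medium: HEPES pH 7.4 buffer with MgCl2 and Tween-20. Reagent: Near-saturating mannose-6-phosphate, 1.0 mM. Compound: 20 µM single dose. Times: enzyme reaction with compound 20 min at room temperature. Detection: resorufin fluorescence at Ex 544/Em 590 nm.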
# ROMK mod: modulates human ROMK potassium channel activity; P48048; B-score at 10 µM; Tet-inducible ROMK, thallium flux fluorescence; actives lie on both sides; 2% of 130,000 active;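 active = signal ratio slope over the read window, or its plate-corrected B-score, at least 3 SD from the plate mean, either direction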;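 note: B-score of the F/F0 ratio slope over 7 to 12 s after thallium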
# Target sequence (P48048 whole entry, looked up): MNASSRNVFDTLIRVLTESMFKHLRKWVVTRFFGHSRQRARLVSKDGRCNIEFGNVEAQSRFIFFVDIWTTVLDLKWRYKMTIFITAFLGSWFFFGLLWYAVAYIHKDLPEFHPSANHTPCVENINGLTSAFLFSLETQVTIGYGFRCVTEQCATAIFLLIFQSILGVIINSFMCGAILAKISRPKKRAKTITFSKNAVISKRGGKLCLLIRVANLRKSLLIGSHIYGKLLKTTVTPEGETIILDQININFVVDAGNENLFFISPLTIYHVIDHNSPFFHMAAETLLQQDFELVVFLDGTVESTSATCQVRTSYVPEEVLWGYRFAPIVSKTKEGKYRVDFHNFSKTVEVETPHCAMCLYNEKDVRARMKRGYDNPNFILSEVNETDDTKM
# PPARg SRC1 recr: agonists of human PPARgamma SRC-1 coactivator recruitment; P37231; PPARgamma-SRC-1 coactivator recruitment biochemical assay; activation, % at 8 µM; 0.41% of 200,000 active; AID 631; in the data active = activation above about 19%;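 note: 0% = DMSO and 100% = reference agonist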
# Target sequence (P37231 whole entry, looked up): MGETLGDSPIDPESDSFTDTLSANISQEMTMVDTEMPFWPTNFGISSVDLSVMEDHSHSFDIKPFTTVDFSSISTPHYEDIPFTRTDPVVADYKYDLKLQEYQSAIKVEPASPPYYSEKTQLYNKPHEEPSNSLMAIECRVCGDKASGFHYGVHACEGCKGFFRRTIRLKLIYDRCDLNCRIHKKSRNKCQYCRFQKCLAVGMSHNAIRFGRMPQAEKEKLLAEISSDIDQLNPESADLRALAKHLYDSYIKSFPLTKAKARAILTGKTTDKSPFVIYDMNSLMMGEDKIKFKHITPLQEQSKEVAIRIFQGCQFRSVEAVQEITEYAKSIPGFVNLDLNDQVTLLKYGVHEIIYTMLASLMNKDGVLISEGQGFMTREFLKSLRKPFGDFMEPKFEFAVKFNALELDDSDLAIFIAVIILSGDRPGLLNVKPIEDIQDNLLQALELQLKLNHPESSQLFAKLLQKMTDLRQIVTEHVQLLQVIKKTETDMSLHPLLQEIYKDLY
# PPARg SRC-2 ag: promotes SRC-2 coactivator recruitment by human PPARgamma | P37231 | PPARgamma LBD-SRC-2 recruitment, biochemical | activation, % at 8 µM | 0.34% of 200,000 active | AID 1032; in the data active = activation above about 22%;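 note: 0% = vehicle and 100% = reference agonist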
# S1P3 antag: S1P3 (human) receptor antagonism; 0.27% of 170,000 active; CHO S1P3 NFAT-BLA reporter, FRET fluorescence, antagonist mode; inhibition, % at 4.98 µM; Q99500;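 active = inhibition above the plate cutoff, the mean inhibition of test wells on that plate plus 3 SD, cut at about 28% in these data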;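 note: cells challenged with S1P at its EC80 of 0.8 µM; blue over green emission ratio from cleaved BLA substrate after 4 h stimulation; 0% = S1P-stimulated wells and 100% = unstimulated DMSO-only wells; some compounds past the cut are filed as inactive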
# PPARg SRC3 recr: promotes SRC-3 coactivator recruitment by human PPARgamma; 0.26% of 200,000 active; AID 731; activation, % at 8 µM; biochemical PPARgamma/SRC-3 coactivator recruitment assay; P37231; in the data active = activation above about 23%;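 note: 0% = DMSO and 100% = reference agonist; some compounds past the cut are filed as inactive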
# PMI activator: increases human mannose-6-phosphate isomerase activity; P34949; purified human PMI, coupled resazurin fluorescence, 20 min; active compounds read high; 1 = vehicle control, 0 substrate-free wells; activation factor at 20 µM; 0.005% of 190,000 active;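 active = activation factor of 2 or more at 20 µM, relative to plate controls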
# Diaphorase act: diaphorase activation or chemical reduction counter-screen. Diaphorase/resazurin coupled assay, resorufin fluorescence, 16 min; active compounds read high; 1 = vehicle wells, 0 = NADH-free wells. activation factor at 20 µM. 0.005% of 190,000 active;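 active = diaphorase activity raised at least twofold by the compound at 20 µM; inactive = activation factor below 2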
#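 Measured by – red resorufin fluorescence at 544/590 nm excitation/emission · Test system – Clostridium kluyveri diaphorase, purified enzyme · Incubation – reaction time 16 min, room temperature · Buffer or medium – 50 mM HEPES pH 7.4 with 4.542 mM MgCl2, 0.005% Tween 20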
# Diaphorase inh: counter-screen for diaphorase-based assays: diaphorase inhibitors and chemical oxidizers. diaphorase resazurin-to-resorufin fluorescence, NADH, 16 min; bacterial (C. kluyveri) enzyme, not human. 0.69% of 190,000 active. inhibition, % at 20 µM. AID 1217;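 active = primary screen inhibition at 20 µM above a set limit, cut at about 50% in these data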;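 note: plate controls were DMSO with full reaction for no effect and wells lacking NADH for full effect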
#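 Test system: diaphorase enzyme from Clostridium kluyveri; amount: diaphorase at 0.14 U/mL in enzyme working solution; detection: fluorescence of resorufin formed from resazurin, Ex 544/Em 590 nm; times: reaction incubation of 16 min at room temperature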
# SRC2 TRFRET art: flags TR-FRET format artefacts in PPARgamma SRC-2 recruitment agonist screen | TR-FRET artefact counter-screen; active compounds read high | TR-FRET ratio at 8 µM | 0.4% of 200,000 active; in the data active = TR-FRET ratio above about 2000; note: inactives centre near 1500; reference of the scale not given here
# Starred values were filed as active, the others as inactive; . = no result given. Not a hit list; overall some 3.3% were active at least once.
SMILES,G6PDH counter,PMI act satM6P,ROMK mod,PPARg SRC1 recr,PPARg SRC-2 ag,S1P3 antag,PPARg SRC3 recr,PMI activator,Diaphorase act,Diaphorase inh,SRC2 TRFRET art
COC(=O)[C@@]1(Cc2ccccc2)[C@H]2c3cc(C(=O)N4CCCC4)n(Cc4ccsc4Br)c3C[C@H]2CN1C(=O)c1ccccc1,11,0.8,-3.2,6,5,-5,1,0.8,0.7,32,1733
Nc1ccc(Nc2ccccc2)cc1,12,1,.,21*,11,.,12,1,1,2,1673
Cc1nc(NC(=O)/C=C/c2ccccc2)sc1C(=O)N(C)C,2,0.9,-0.26,-1,1,-3,-6,0.9,0.8,15,1645
CC(C)CC(CC(C)C)=NNC(=O)c1ccc(CSc2nncn2C)cc1,13,0.9,.,10,5,11,0,0.9,1,3,1443
CCOC(=O)C1=C(NC(=S)NC(=O)c2ccccc2)c2ccccc2CC1(C)CC (centres undefined),7,0.9,0.78,7,4,-17,6,0.7,0.8,23,1623
CCN1CCN(c2cc(C)c3cc(NC(=S)N4CC(C)CC(C)C4)ccc3n2)CC1 (centres undefined),-6,0.6,0.35,-5,1,-2,4,0.9,1,2,1494
COCCn1c(SCC(=O)Nc2ccc(S(=O)(=O)N(C)C)cc2)nc2ccccc21,0,1.1,0.016,2,5,.,-3,1.1,1.1,-12,1361
NC(=O)c1csc(-c2ccncc2)n1,-14,1,.,-5,-5,.,3,1,0.9,6,1471
CCC(c1nnnn1Cc1ccccc1)N1CCN(c2ccccc2)CC1 (centres undefined),15,.,-0.15,-1,-1,-5,-1,.,.,.,1427
CC1CN(C(=O)c2cccn(Cc3c(Cl)cccc3Cl)c2=O)CC(C)O1 (centres undefined),3,1,0.32,4,6,-4,1,1,0.9,8,1648
CC1CCCCN1C(=O)c1cnn2c(C(F)(F)F)cc(-c3ccco3)nc12 (centres undefined),9,1,-1,-2,-8,-36,-6,1.1,0.8,17,1333
Brc1ccc(NCc2nnc3n2CCCCC3)cc1,6,0.9,.,1,-3,-9,-3,0.8,0.9,9,1668
c1cnc(Sc2ccc3nnnn3n2)nc1,3,1,0.3,0,-6,2,0,1,1,4,1567
CC1Cc2ccccc2N1C(=O)CN1CCC(C(N)=O)CC1 (centres undefined),6,1,-0.92,-1,0,-14,0,0.9,1,1,1557
Cc1ccc(C(=O)/C=C/C(=O)c2ccc(C)cc2)cc1,3,1,-1,-5,-9,-14,4,1,1,1,1523
COc1cccc(NC(=O)N2CCCC2C(=O)NCC(C)C)c1 (centres undefined),9,0.9,-0.41,14,1,-10,3,1,0.9,15,1556
Cc1cc(N2CCN(c3ccccc3)CC2)nc(-c2ccccc2)n1,3,1,.,-7,-6,1,1,0.9,1,-2,1479
CCSc1nnc(NC(=O)CSc2nc3c(cc2C#N)CCCC3)s1,2,0.8,.,2,10,.,8,0.8,0.8,24,1783
CC(C)CCNC(=O)C(c1ccco1)N(CC1CCCO1)C(=O)Cn1nnc2ccccc21 (centres undefined),4,1,.,6,-1,-30,10,1,0.9,12,1655
CSc1nsc(SCC(=O)Nc2ccc(OC(C)=O)cc2)n1,3,1.1,0.62,2,-7,-11,0,1,1.1,-7,1364
CC/C(=N\NC(=O)c1cccnc1)c1ccc2c(c1)OCCO2,5,1.1,0.98,-3,-1,-7,2,1.2,1.1,-6,1717
Cc1ccc(S(=O)(=O)N(C)CC(=O)Nc2ccccc2)cc1,0,1,0.57,6,3,.,1,1.1,0.8,16,1527
C=CCc1c(C)[nH]c(=O)[nH]c1=O,6,1.1,-0.65,1,0,-3,1,1,1,3,1800
C[C@]12C=CC(=O)C=C1CCC1C3CC[C@](O)(C(=O)CO)[C@@]3(C)CC3OC312 (some centres undefined),3,1,-0.6,2,7,-11,-1,1.1,1,-4,1568
Cn1c(=O)c2c(nc(CN3CCC(C(N)=O)CC3)n2CCCc2ccccc2)n(C)c1=O,4,0.9,.,-2,7,-7,0,0.9,0.8,15,1545
C/C(=N\NC(=O)c1c(C)nc2ccccn12)c1ccco1,4,0.9,-0.33,-4,0,-4,-3,0.9,0.9,13,1459
O=C(c1cnc(-c2ccc(Cl)cc2)s1)c1ccc(Cl)cc1Cl,8,1.1,.,12,3,.,36*,1.1,0.9,6,1430
CC(=O)c1cccc(NC(=O)C=C(C)C)c1,-2,1,.,-1,5,1,-1,1,0.9,7,1470
Cc1ccc(CNC(=O)C(=O)NCC2OCCN2C(=O)c2ccc(Cl)cc2)cc1 (centres undefined),13,0.9,0.3,-7,0,-2,-2,1,0.9,6,1200
CC(NC(=O)NNC(=O)c1ccncc1)(C(F)(F)F)C(F)(F)F,8,0.9,0.23,-2,-1,13,0,0.9,0.9,11,1511
O=C(c1ccccc1)c1sc(N2CCCCCC2)nc1-c1ccccc1,-2,0.9,.,19*,7,.,23,0.9,0.8,22,1948
O=C(CC(=O)N/N=C\c1c(Cl)cccc1Cl)NCc1ccccc1,5,1,.,3,-3,.,0,1,1,5,1613
Cc1nnc(C)n1/N=C/c1ccccc1,1,1,.,4,2,.,3,1,1,4,1537
CC(c1ccccc1)N1C(=O)c2ccccc2C1(O)Cc1ccccc1 (centres undefined),8,1,0.065,0,8,-25,-2,0.9,0.9,7,1586
CC(C)(C)C1=CC(=O)C(=O)C(C(C)(C)C)=C1,29,0.5,-2.3*,5,3,-9,1,0.4,0.3,73*,1611
Cc1[nH]nc2c1C(c1cccc(OC(=O)N3CCOCC3)c1)C(C#N)=C(N)O2 (centres undefined),2,1,.,0,2,3,-11,1.1,0.9,7,1434
COCCCNC(=O)C1CCC(CNS(=O)(=O)c2ccc(Cl)cc2)CC1 (centres undefined),9,1.1,.,3,2,2,1,1.1,1.1,-12,1590
O=c1[nH][nH]c(-c2ccccc2O)c1C(C[N+](=O)[O-])c1ccc(Cl)cc1Cl (centres undefined),6,1,0.36,5,9,-7,-1,1,0.7,31,1520
COc1cc(NC(=O)c2noc3c2CCCC3)c(OC)cc1Cl,3,1,.,-2,-1,10,-5,0.9,0.9,12,1466
COc1ccc(OC)c(NC(=O)CSc2nnc(C3CCCCC3)n2-c2ccccc2)c1,2,1,.,3,15,.,12,1,0.8,16,1574

# Part of the list above, reduced to Diaphorase act.
compound | Diaphorase act
CCSc1nnc(NC(=O)CSc2nc3c(cc2C#N)CCCC3)s1 | 0.8
CC(C)CCNC(=O)C(c1ccco1)N(CC1CCCO1)C(=O)Cn1nnc2ccccc21 (centres undefined) | 0.9
CSc1nsc(SCC(=O)Nc2ccc(OC(C)=O)cc2)n1 | 1.1
CC/C(=N\NC(=O)c1cccnc1)c1ccc2c(c1)OCCO2 | 1.1
Cc1ccc(S(=O)(=O)N(C)CC(=O)Nc2ccccc2)cc1 | 0.8
C=CCc1c(C)[nH]c(=O)[nH]c1=O | 1

# Further records follow:
SMILES,G6PDH counter,PMI act satM6P,ROMK mod,PPARg SRC1 recr,PPARg SRC-2 ag,S1P3 antag,PPARg SRC3 recr,PMI activator,Diaphorase act,Diaphorase inh,SRC2 TRFRET art
O=C(COC(=O)CCCOc1ccc(Cl)cc1Cl)NCc1ccccc1,2,0.8,.,7,7,-5,4,0.8,0.8,23,1474
CC(=O)c1cc(F)c(N2CCN(CCC#N)CC2)cc1C,14,1.1,.,-3,2,.,3,1,0.9,9,1547
Cn1nc(C(=O)Nc2cccc(C(F)(F)F)c2)ccc1=O,-13,1,.,-2,0,-17,11,1,0.9,7,1381
Cc1cc(C)c[n+](CC(=O)c2cc3ccccc3oc2=O)c1,4,1,-3.1,11,2,.,4,1,0.9,5,1548
COc1cc(CNCCN2CCOCC2)ccc1OCc1ccccc1Cl,-2,1.3,.,11,13,.,6,1.2,1,4,1453
Cc1ccccc1C(=O)N=c1c(C#N)cc2c(=O)n3cccc(C)c3nc2n1Cc1ccco1,0,1.3,1.2,3,3,.,10,1.2,0.7,33,1547
Cn1ncc2c(=O)n(/N=C/c3ccccc3)cnc21,-4,1.1,0.054,0,-6,-11,0,1.1,1,-5,1307
Nc1c(Cl)nc(-c2ccccc2)nc1Cl,5,1,-0.78,7,7,-17,5,1.1,1,4,1561
O=C(/C=C/c1ccc2c(c1)OCO2)NCC1CCCO1 (centres undefined),3,1,-0.32,6,12,-14,3,1,0.9,7,1528
CCOc1ccc(N2CC(C(=O)NCCN3C(=O)S/C(=C\c4ccc(OC)c(OC)c4)C3=O)CC2=O)cc1 (centres undefined),-6,1,.,2,5,0,3,1,0.7,32,1671
CCCOC(=O)NC(CC)COC(=O)Nc1cccc(C)c1C (centres undefined),6,1.1,.,-2,-5,-7,-8,1,1,3,1502
CC(=O)CSc1ncnc2sc3c(c12)CCC(C)C3 (centres undefined),-8,0.9,0.75,3,4,-7,4,0.9,0.8,17,1463
CC(C)c1nnc(NC(=O)c2ccc(S(=O)(=O)N3CCOCC3)cc2)s1,8,0.9,.,7,8,11,1,0.8,0.9,11,1588
O=C1NC(=O)C2C1C(c1ccccc1)N1C3C(=O)NC(=O)C3C(c3ccccc3)N21 (centres undefined),17,1,0.25,0,8,.,5,0.9,0.9,14,1531
Cc1ccc(N2C(=O)c3cccc4c(N5CCN(C)CC5)ccc(c34)C2=O)c2cccnc12,-36,0.9,.,1,3,31,3,0.9,0.9,9,1546
CC1Nc2ccccc2C(=O)N1NC(=O)c1ccc(Br)cc1 (centres undefined),7,1.3,0.78,2,-5,4,1,1.5,1.1,-15,1537
CCOC(=O)C1(CCCc2ccccc2)CCN(C(=O)CCn2cnnn2)CC1,9,0.9,0.67,-9,5,12,2,1,0.9,6,1374

# Ordered by value in PPARg SRC-2 ag (falling): 3 of the compounds above.
smiles | PPARg SRC-2 ag
O=C(/C=C/c1ccc2c(c1)OCO2)NCC1CCCO1 (centres undefined) | 12
CCOc1ccc(N2CC(C(=O)NCCN3C(=O)S/C(=C\c4ccc(OC)c(OC)c4)C3=O)CC2=O)cc1 (centres undefined) | 5
Cn1ncc2c(=O)n(/N=C/c3ccccc3)cnc21 | -6

# Profiles as entered above:
# Results for Cn1c(=O)c2c(nc(CN3CCC(C(N)=O)CC3)n2CCCc2ccccc2)n(C)c1=O = G6PDH counter: 4; PMI act satM6P: 0.9; ROMK mod: .; PPARg SRC1 recr: -2; PPARg SRC-2 ag: 7; S1P3 antag: -7; PPARg SRC3 recr: 0; PMI activator: 0.9; Diaphorase act: 0.8; Diaphorase inh: 15; SRC2 TRFRET art: 1545
# Results for CC(C)c1nnc(NC(=O)c2ccc(S(=O)(=O)N3CCOCC3)cc2)s1 = G6PDH counter: 8; PMI act satM6P: 0.9; ROMK mod: .; PPARg SRC1 recr: 7; PPARg SRC-2 ag: 8; S1P3 antag: 11; PPARg SRC3 recr: 1; PMI activator: 0.8; Diaphorase act: 0.9; Diaphorase inh: 11; SRC2 TRFRET art: 1588
